# Assay outcomes from PubChem.
# PLK1 PBD block: PLK1 (human) polo-box domain binding inhibition; P53350; Plk1 PBD binding of FITC phosphopeptide, fluorescence polarization; Potency, µM, inactives show max response, negative = inhibition, usual class: inhibitors; actives 2.8% (n = 360,000); AID 720504; also: potency is read from the fitted curve at half-maximal effect; series mostly up to about 57 µM; % is scaled to controls: 0 for no effect and ±100 for the full control effect; nearly all actives have a fitted effect of over 65% in size
# Target sequence (P53350 whole entry, looked up, the tested form may be a part): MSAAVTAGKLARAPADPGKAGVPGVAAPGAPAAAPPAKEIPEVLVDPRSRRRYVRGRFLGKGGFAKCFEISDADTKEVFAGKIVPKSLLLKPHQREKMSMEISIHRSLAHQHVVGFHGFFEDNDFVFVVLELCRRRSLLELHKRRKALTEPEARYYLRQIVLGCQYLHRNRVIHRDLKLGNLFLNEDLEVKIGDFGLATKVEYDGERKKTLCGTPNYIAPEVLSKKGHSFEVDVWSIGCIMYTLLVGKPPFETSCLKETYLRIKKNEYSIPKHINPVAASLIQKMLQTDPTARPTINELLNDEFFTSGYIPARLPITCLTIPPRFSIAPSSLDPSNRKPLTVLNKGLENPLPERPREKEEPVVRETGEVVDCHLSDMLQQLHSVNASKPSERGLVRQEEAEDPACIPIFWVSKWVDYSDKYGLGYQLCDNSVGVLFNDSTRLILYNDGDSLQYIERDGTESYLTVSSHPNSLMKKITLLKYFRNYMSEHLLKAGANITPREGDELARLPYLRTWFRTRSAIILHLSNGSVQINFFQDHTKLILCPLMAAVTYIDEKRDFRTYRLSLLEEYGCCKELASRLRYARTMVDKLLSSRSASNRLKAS
# EPAC1 antag: blocks human EPAC1 exchange factor; O95398; EPAC1 GEF assay, Rap1b-BODIPY-GDP exchange fluorescence; Potency, µM (titrated, usually from 115 µM), for inactives: at the highest dose activity change, negative = inhibition, hits mostly inhibitors; actives 0.14% (n = 360,000);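 also: potency is read from the fitted curve at half-maximal effect; plate controls were vehicle for no effect and positive control for full effect; nearly all actives have a fitted effect of over 50% in size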
# IL2 activator: activators of IL-2. IL-2 activation reporter assay, cell-based qHTS; stimulated with anti-CD3/CD4/CD28 beads; in transgenic mouse T cells. activation, % (series mostly up to about 46 µM). actives 0.065% (n = 360,000). AID 652025; in the data active = activation above about 50%; inconclusive = mostly about 30% to 49%; also: 0% is about no effect
#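 Quantitative HTS in unstimulated transgenic mouse T cells, with memory T cells as non-tolerant control and PMA/ionomycin as tolerance-bypass control. Compound pretreatment lasted 60 minutes before 18 h bead stimulation; EGFP/DsRed fluorescence read.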
# EPAC1 agonist: activates human EPAC1 exchange factor | O95398 | Potency, µM (doses to about 154 µM), for inactives: top-dose activation, usual class: activators | actives 0.073% (n = 360,000) | EPAC1 agonist qHTS, biochemical assay; response scale: 100% = response to 6.5 mM cAMP | AID 720707; also: potency is read from the fitted curve at half-maximal effect; nearly all actives have a fitted effect of over 60% in size
#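 Compounds were pinned as a concentration titration into mixtures of EPAC1 (100 nM), BODIPY-GDP-loaded Rap1B (250 nM) and GDP (50 uM). After 5 min at room temperature, fluorescence was followed for 30 min; activity was scaled to 6.5 mM cAMP.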
# GLP1R ag: GLP-1 receptor (human) agonism; actives 0.007% (n = 380,000); HEK293 GLP-1R CRE-luciferase, luminescence, 4-6 h; cells express a hypersensitive GLP-1R form; Potency, µM (series often up to 45.6 µM), without a hit: top-dose activation, most hits filed as activators; AID 624172; also: potency is read from the fitted curve at half-maximal effect; % of control where 0% means no effect
# Target sequence (P43220 whole entry, looked up): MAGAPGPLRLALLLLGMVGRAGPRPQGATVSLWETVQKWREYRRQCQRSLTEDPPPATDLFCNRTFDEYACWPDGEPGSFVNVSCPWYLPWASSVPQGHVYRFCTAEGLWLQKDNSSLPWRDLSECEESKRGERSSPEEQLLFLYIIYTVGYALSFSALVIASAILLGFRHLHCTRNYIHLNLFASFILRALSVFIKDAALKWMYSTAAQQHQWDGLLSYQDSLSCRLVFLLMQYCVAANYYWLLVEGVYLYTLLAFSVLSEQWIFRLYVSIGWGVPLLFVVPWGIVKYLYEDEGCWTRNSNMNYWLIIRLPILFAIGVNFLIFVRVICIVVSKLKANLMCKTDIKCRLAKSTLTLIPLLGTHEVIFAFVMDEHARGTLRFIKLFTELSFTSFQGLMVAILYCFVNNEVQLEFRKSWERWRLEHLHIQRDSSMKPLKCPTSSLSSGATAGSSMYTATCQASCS
# PI5P4Ka inh: PI5P4K alpha (human) kinase inhibition | actives 1.2% (n = 330,000) | P48426 | max response, % | PI5P4Kalpha enzyme, ADP-Glo luminescence, 60 min; stronger effect = lower value; active = max response of -50% or lower; inconclusive = between -30% and -50%; inactive = -30% or higher; also: value at the top dose of about 77 µM; % is scaled to controls: 0 for no effect and ±100 for the full control effect
#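 qHTS, 1536-well: enzyme/substrate mix, compound by pin tool, 5 microM ATP final; RT 60 min; ADP-Glo reagents 1 (45 min) then 2 (30 min); luminescence.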
# PTHR1 ag: agonists of human PTHR1 parathyroid hormone receptor. HEK293 GP2 PTHR1 cells, GloSensor cAMP luminescence, 1 h. Potency, µM (doses to about 115 µM), inactives show at the highest dose activation, usual class: activators. actives 0.075% (n = 410,000). Q03431; also: potency is read from the fitted curve at half-maximal effect; nearly all actives have a fitted effect of over 55% in size; some results filed as inactive show a strong effect at the top dose; inactives centre near -15; many of its hits are not listed in these tables
#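 HEK-293-derived GP2 cells expressing PTHR1 and a GloSensor cAMP reporter, 3,000/well, plated overnight, given luciferin plus IBMX (each 0.5 mM as added) for 1 h at 37 °C, then compound for 1 h at 37 °C. Luminescence was read after 15 min at room temperature.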
# GLP1R inv ag: GLP-1 receptor (human) inverse agonism; P43220; HEK293 GLP-1R CRE-luciferase, luminescence, 24 h; GLP-1R form is constitutively active; Potency, µM (top dose mostly 38.3 µM), without a hit: at the top dose activity change, negative = inhibition, actives largely listed as inhibitors; actives 1.6% (n = 410,000); AID 624417; also: potency is read from the fitted curve at half-maximal effect; % is scaled to controls: 0 for no effect and ±100 for the full control effect; nearly all actives have a fitted effect of over 55% in size
#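 qHTS in 1536-well format: reporter HEK293 cells expressing constitutive GLP-1R activity in DMEM + 10% Nu serum, 24 hr with compounds at 37 deg C, luminescence read after 12 min with detection reagent.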
# HEK293 tox: cytotoxicity counter-screen for GLP-1 receptor inverse agonists; HEK293 cAMP-luciferase reporter cells, luminescence, 24 h; Potency, µM (top dose mostly 38.3 µM), for the others: at the top dose activity change, negative = inhibition, actives largely listed as inhibitors; actives 0.13% (n = 410,000);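 also: loss of luciferase light is scored as toxicity; potency is read from the fitted curve at half-maximal effect; % is scaled to controls: 0 for no effect and ±100 for the full control effect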
#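 MLSMR compounds, 24 hr on cells at 37 deg C/5% CO2; luminescence after luciferase reagent (12 min RT). Inhibition counted as the undesired cytotoxic outcome.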
# The depositor's hits bear a star; i = inactive; ? = inconclusive; . = no result given; & = joins results of further samples; [ ] = remark or other dose. Unless noted, calls follow the shape of the dose curve; as a rule, active = well fitted curve in the direction sought with a large enough effect; inconclusive = small, poorly fitted or top-dose-only effect, or another doubt; inactive = no such curve, though single readings can be large; an effect the other way counts as inactive or inconclusive. This is a subset, so the mix of outcomes need not match the whole.
# Every second line gives: PLK1 PBD block, EPAC1 antag, IL2 activator, EPAC1 agonist, GLP1R ag, PI5P4Ka inh, PTHR1 ag, GLP1R inv ag, HEK293 tox
Cc1ccc(Nc2nc(N)nc(CSc3nncn3C)n2)cc1
  0%, -1%, 0.0, -1%, -9%, 8, -12%[57.5 µM], -12%, 1%
Cc1cc(C)cc(N2C(=O)CC(c3ccccc3)CC2=O)c1
  -5%, 0%, -2.3, 8%, 0%, 11, -24%, 6%, 0%
CC1(C(=O)NCC(F)(F)F)CCN1C(=O)Cc1ccc(-c2ccccc2)cc1 (configuration not stated)
  -14%, -11%, -0.2, -14%, 10%, -6, i, ?, 0%
Nc1nc(SCC(=O)N2CCN(c3ccc(F)cc3)CC2)n[nH]1
  -5%, 0%, -0.2, -2%, -3%, 3, i, 0%, -4%
Cc1ccc(-n2c3c(c(=O)[nH]c2=O)C(NS(=O)(=O)c2ccc(C)cc2)(C(F)(F)F)C(=O)N3)cc1 (configuration not stated)
  -4%, 11%, 0.2, 4%, -4%&-14%, ., i, 3%&0%, 3%&-6%
O=C(Cc1cccs1)NCc1cccnc1
  -4%, 20%, -4.0, 4%, -6%, -12, i, 13%, -10%
CC(C)CCNc1ncnc2c1nnn2Cc1ccccc1Cl
  2%, -9%, -0.3, -5%, 1%, 20, i, 15%, -10%
O=C(Nc1nnc(C2CC2)s1)c1cccc(S(=O)(=O)N2CC(c3ccccc3)CC2=O)c1 (configuration not stated)
  -3%, -8%, 0.3, -4%, 0%, 0, i, -14%, 4%
CC1CCN(CCCNC(=O)CN2C(=O)CSc3ccc(S(=O)(=O)N4CCCCC4)cc32)CC1
  -10%, 0%, -1.7, -5%, 13%, 7, 14%, -54%&-22%, -8%&-5%
CC1CC(C)CN(S(=O)(=O)N2CCC(C(=O)NCc3ccco3)CC2)C1 (configuration not stated)
  -13%, -6%, -0.3, -8%, -2%, 2, i, -14%, -11%
Cc1c(Cl)cccc1NC(=O)NCc1ccccn1
  -10%, -25%, -3.3, 8%, 0%, -10, i, 4%, 2%
CCN(CC(=O)Nc1cccc(OC)c1)C(=O)c1cccc(S(=O)(=O)N2CCc3ccccc32)c1
  5%, 6%, -6.5, 8%, -11%, 0, -15%, ?, -21%
Cc1ccc(-n2c3c(c(=O)[nH]c2=S)C(C(F)(F)F)(C(F)(F)F)NC(=O)N3)cc1
  -5%, -3%, -1.4, 3%, 1%, ., i, 3%, 1%
Cc1cc(C(=O)COC(=O)CN(C)S(=O)(=O)c2ccc(Cl)cc2)c(C)n1Cc1cccs1
  -25%, 0%, -0.2, 0%, -3%, 0, -7%, 15%, -2%
Cc1nn(C)c(C)c1NS(=O)(=O)c1ccc(Cl)cc1
  2%, 8%, -0.3, 2%, -4%, 7, -22%, -23%, 0%
O=C(Cc1cccs1)Nc1ccc(Cl)cc1
  ?, 7%, 1.9, -6%, 4%, -10, -12%[57.5 µM], -4%, 9%
O=C(N/N=C/c1cccs1)c1[nH]ncc1Br
  0%, 11%, -3.1, -4%, 0%, -7, -22%, -2%, 0%
O=C(NCCN1CCN(c2ccccc2F)CC1)C1c2ccccc2C(=O)N2CCc3ccccc3C12 (configuration not stated)
  -8%, 9%, -0.5, -1%, 1%, 2, i, -19%, -22%
Cc1cc(C(=O)NCC(=O)Nc2c(C)cccc2C)c(C)o1
  -8%, 9%, -1.0, 8%, -2%, -2, 16%, -17%, -2%
CC(C)C(=O)NC(=S)Nc1ccc(S(=O)(=O)Nc2ccccc2)cc1
  -14%, 0%, 0.0, -8%, -14%, 3, -18%, ?, -14%
O=C(NNC(=S)Nc1ccc(F)cc1)C1[C@H]2CCCC[C@@H]12 (some centres not stated)
  -11%, 0%, -0.1, 5%, 9%, -2, i, -22%, -16%
COc1cc(/C=N/Nc2ccc(Cl)cc2)ccc1OC(=O)c1cccs1
  -9%, -1%, -0.3, 1%, -15%, -6, i, ?, ?
COc1cccc(C(=O)NC2CC3CCCC(C2)N3S(=O)(=O)c2ccccc2)c1 (configuration not stated)
  ?, -16%, -3.4, 20%, 13%, -3, -27%, ?, 5%
Cc1cc(OC(=O)c2ccc3ccccc3c2)c([N+](=O)[O-])c(=O)[nH]1
  -17%, 12%, -1.1, 10%, -1%, -13, -9%, 1%, -3%
CCN(Cc1ccccc1)C(=O)c1cccs1
  6%, 22%, 0.2, -9%, 4%, -1, -1%, 2%, -4%
CCn1c(COc2cccc(OC)c2)nnc1SCC(=O)N1CCOCC1
  -6%, 19%, 1.9, 2%, -7%, ., i, 0%, 2%
C=CCn1nnnc1SCC(=O)Nc1ccc(C(=O)OC)cc1
  -1%, 11%, -4.2, 7%, -11%, -5, -4%, 20%, 11%
COC(=O)c1ccc(CN2C(=O)NC(c3ccccc3)(c3ccccc3)C2=O)o1
  4%, -1%, -1.2, -5%, 7%, 0, i, -16%, 2%
CC(=O)c1c(C)nc2ccc(Cl)cn12
  -8%, -4%, -1.6, 7%, 2%, 6, i, -1%, 21%
COc1ccc(NC(=O)c2cnc3n(c2=O)CCS3)cc1OC
  -7%, 2%, -0.8, -8%, 1%, 6, -19%, 12%, 4%
COc1cccc(-c2csc3nnc(SCC(=O)c4ccc(NC(C)=O)cc4)n23)c1
  0%, ?, 2.7, 14%, 15%, ., i, -3%, -8%
CCOC(=O)C(=CNc1cc(C)ccc1C)C(=O)OCC
  3%, 0%, 0.7, -2%, 1%, 25, -6%, 4%, ?
CC(C)c1ccc(NC(=O)c2cc(Br)ccc2Br)cc1
  -8%, -3%, -1.7, 1%, 5%, -10, -33%[inhibitor], -24%, 7%
Cn1c(=O)c2[nH]c(SCCN3CCCCC3)nc2n(C)c1=S
  ?, -6%, -0.7, 1%, 15%, 0, -12%, 13%, -4%
O=C(OCc1ccc(F)cc1)c1cccnc1Cl
  2%, 1%, 1.2, 0%, 14%, 11, i, 40%[activator], 0%
CSc1nc(N)nc(SCC(=O)c2ccccc2)c1C#N
  -18%, 9%, 0.4, -5%, 1%, 4, -5%, 2%, 77%[activator]
Cc1ncc(CN2CCCC(C(=O)Nc3ccc(-n4ccnc4C)cc3)C2)cn1 (configuration not stated)
  1%, -3%, -0.8, 0%, 6%, -8, -8%, 5%, 1%
COc1ccc(OCC(=O)Nc2ccc(NC(=O)c3ccccc3Cl)c(OC)c2)cc1
  5%, -13%, -0.3, 9%, 6%, 1, -75%[inhibitor], ?, -12%
CC(C)NC(=O)c1cc2c(s1)CCCC2
  -4%, 17%, -2.8, -8%, -1%, -2, -6%, 17%, -12%
CN(C)CC#CCC(O)(c1ccccc1)c1ccccc1
  -3%, -25%, -0.7, -1%, -2%, 3, -6%, ?, -5%
COC(=O)C(C#N)(CCC(=O)c1ccccc1)CCC(=O)c1ccccc1
  9%, 4%, -0.2, -9%, -2%, 0, -11%, 23%, -1%
C[C@@H](NC(=O)[C@@H]1Cc2ccccc2CN1)C(=O)NC1CCCCC1
  -9%, 5%, -2.3, 2%, 5%, 1, -11%, -1%, 0%
CC(OC(=O)c1ccc(Cl)nc1)C(=O)Nc1ccc(S(=O)(=O)N2CCCC2)cc1 (configuration not stated)
  -4%, -4%, 0.1, -2%, -5%, 0, -18%, 21%, -4%
CCOc1ncccc1C(=O)OCC(=O)c1ccc(Cl)s1
  -5%, -3%, -0.3, 7%, 20%, -1, 14%, 28%, 12%
COC(=O)C(NS(=O)(=O)c1ccc(N2CCCC2=O)cc1)c1ccccc1 (configuration not stated)
  -6%, -20%, -0.8, 10%, -2%, -13, i, 4%, 3%
CCC(C)C(NS(=O)(=O)c1ccc(C)cc1)C(=O)NCCCN1CCOCC1 (configuration not stated)
  -12%, 2%, -1.3, -7%, 4%, 6, i, 11%, -12%
Nc1nc2c(c3c1c(=O)oc1ccccc13)CCCCC2
  -3%, 0%, 1.0, 3%, 5%, -3, i, -20%, -13%
Cc1ccc(-c2csc(NC(=O)c3ccc(-c4ccccc4)cc3)n2)o1
  -23%, -9%, -1.7, -4%, -1%, ?, -28%, 12%, -15%
CCc1ccc(S(=O)(=O)/N=C2/C=C(Sc3ncn[nH]3)C(=O)c3ccccc32)cc1
  1.5µM*, ?, -0.8, 1%, -24%, -94*, -27%, ?, ?
CC(C)(C)S(=O)(=O)N1C[C@H]2C(=CC[C@@H]3C(=O)N(c4ccccc4)C(=O)[C@@H]32)[C@H]1CCO
  -15%, 3%, -0.6, -7%, -8%, -18, i, 3%, -3%
COc1cccc(-n2c(SCC(=O)Nc3cc(C)on3)nc3c([nH]c4ccccc43)c2=O)c1
  -3%, -25%, -1.6, 6%, 2%, -3, i, 4%, -16%
CCCOC(=O)Nc1nnc(CCC)s1
  -2%, 6%, -3.3, -2%, -6%, ., i, 0%, 3%
COC(=O)c1ccc(/C=N/Nc2nc(N3CCCCC3)nc(N3CCCCC3)n2)cc1
  -7%, 22%, -0.2, -2%, -1%, 4, -5%, 7%, 4%
COc1ccc(CN2C(=O)c3ccccc3C2=O)cc1C(=O)Nc1ccccc1N1CCOCC1
  -12%, -10%, -4.1, 10%, 17%, 5, -9%, 75%[activator], 7%
C=CCn1c(SCCC(=O)O)nc2c1c(=O)n(C)c(=O)n2C
  -7%, 14%, -2.7, 5%, -1%, ., -5%[57.5 µM], 19%, -5%
CC(Cc1cccnc1)NC(=O)c1cc(COc2c(F)cccc2F)on1 (configuration not stated)
  -4%, -1%, -2.4, 11%, 3%, -3, -38%[inhibitor], ?, 0%
O=C(NCc1ccco1)Nc1cccc(-c2ccccc2)c1
  -6%, -11%, 0.6, -5%, 8%, -2, -7%, ?, 4%
CCC(CC)C(=O)c1c[nH]c(C(=O)NC2CCCCCC2)c1
  4%, -16%, -5.0, -12%, 5%, 0, -10%, -4%, -8%
